RSV CPE inhibition: RSV antiviral activity via CPE protection, HEp-2 cells, primary 10 µM value included (AID 2391) | HEp-2 cells, RSV-induced CPE inhibition; higher % means a stronger effect | CPE inhibition, % at 10 µM; hits with a dose series show IC50 in µM | hit rate 0.13% among 310,000; in the data active = a potency from the dose series; inconclusive = CPE inhibition mostly from about 23% at the one dose, without a potency; inactive = the rest, 99 in 100 with CPE inhibition below about 21%; note: strong numbers were not always called active
LYP phosphatase: inhibitors of LYP phosphatase, biochemical, fluorescence intensity, uHTS (AID 1779). hit rate 0.054% among 290,000. inhibition, % at 11.5 µM; hits with a dose series show IC50 in µM. recombinant LYP phosphatase, fluorescence intensity; higher % means a stronger effect; in the data active = inhibition above about 50%;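 note: plate controls were vehicle with enzyme for no effect and no enzyme for full effect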
AID2073: disruptors of CaV2.2 binding to Mint1 – biochemical, HTRF (AID 2073); HTRF protein-protein interaction, Mint1-CaV2.2; higher % means a stronger effect; inhibition, % at 20 µM, or IC50 in µM where a hit was titrated; hit rate 0.19% among 290,000; in the data active = inhibition mostly above about 51%, no sharp cut-off; inconclusive = no clear call, values can overlap the other calls; inactive = mostly below about 53%; note: some results filed as inactive read as strong as hits
SIAH1 antagonists: blockers of Siah-1 interaction with plectin peptide – biochemical, fluorescence polarization, rhodamine-plectin, uHTS, primary screen (AID 1817) | Siah-1 / rhodamine-plectin peptide fluorescence polarization; higher % means a stronger effect | hit rate 0.02% among 290,000 | displacement, % at 20 µM, or IC50 in µM where a hit was titrated;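 active = displacement of at least 50% at 20 µM, with a fluorescence ratio check between 0.3 and a set limit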;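 note: plate controls were Siah plus tracer with DMSO for no effect and tracer alone without Siah for full effect; strong numbers were not always called active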
XIAP antagonists: small molecules displacing peptide from XIAP – biochemical, IAP family, fluorescence polarization (AID 1018); XIAP BIR domain, fluorescence polarization peptide displacement; higher % means a stronger effect; displacement, % at 20 µM, or IC50 in µM where a hit was titrated; hit rate 0.007% among 200,000; in the data active = displacement above about 50%; note: a part of the inactive calls stands beside numbers as strong as those of hits
NS5 inhibitors: Dengue-2 NS5 methyltransferase inhibitors, primary screen, biochemical, confirmation dose response (AID 588689). inhibition, % at 25 µM; hits with a dose series show IC50 in µM. Dengue-2 NS5 methyltransferase capping enzyme assay, biochemical; higher % means a stronger effect. hit rate 0.3% among 340,000; in the data active = a potency from the dose series; inconclusive = inhibition above about 29% without an active follow-up result
Large T inhibition: SV40 large T antigen inhibitors, biochemical (AID 1903) | hit rate 0.39% among 310,000 | inhibition, % at 20 µM, or IC50 in µM where a hit was titrated | SV40 large T antigen ATPase/helicase inhibition assay; higher % means a stronger effect; in the data active = a potency from the dose series; inconclusive = inhibition mostly from about 32% at the one dose, without a potency; inactive = the rest, 99 in 100 with inhibition below about 32%; note: strong numbers were not always called active
MgcRacGAP inhibition: MgcRacGAP GTPase-activating activity inhibitors, confirmation, biochemical, ADP Hunter fluorescence; MgcRacGAP-stimulated Rac1 GTP hydrolysis, ADP Hunter fluorescence; higher % means a stronger effect; GST-tagged Rac1 F28L mutant substrate; inhibition, % at 30 µM, or IC50 in µM where a hit was titrated; hit rate 0.6% among 340,000; AID 624330;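 active = first-screen hits whose inhibition reached a set limit at any dose in the follow-up dose series; inconclusive = inhibition above the set first-screen limit but never retested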;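 note: fluorescence reports GDP produced by GAP-driven GTP hydrolysis; strong numbers were not always called active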
HIV peptide binding: cell-free HIV fusion peptide-binding blockers – biochemical, uHTS, fluorescence dequenching, primary screen (AID 1986); cell-free peptide binding, fluorescence dequenching, 30 min; higher % means a stronger effect; one-dose inhibition, % at 20 µM; IC50 in µM for titrated hits; hit rate 0.3% among 290,000; in the data active = inhibition mostly above about 52%, no sharp cut-off; inactive = mostly below about 76%; note: some results filed as inactive read as strong as hits
NS5 inhibitors pilot replicate: also measured in NS5 inhibitors; calls as there; inhibition, %; measured here: pilot screen replicate inhibition
The depositor's hits bear a star; ? = inconclusive; · = not tested or not shown. Random draw from the library (roughly 1.7% active in at least one column).

SMILES	RSV CPE inhibition	LYP phosphatase	AID2073	SIAH1 antagonists	XIAP antagonists	NS5 inhibitors	Large T inhibition	MgcRacGAP inhibition	HIV peptide binding	others
O=C(CC1(C(F)(F)F)OCCO1)Nc1ccc2c(c1)OCO2	1.2%	-0.6%	41.8%	-0.8%	-4.0%	-3.4%	20.2%	7.4%	-1.0%
COc1ccc(Nc2nc(C(=O)N3CCc4cc(OC)c(OC)cc4C3)cs2)cc1	5.8%	-5.4%	-16.0%	-6.6%	·	-10.8%	16.8%	9.9%	-1.5%
O=C1OCCC1Sc1nc2ccccc2n1Cc1ccccc1 (stereo not drawn)	0.5%	-1.7%	5.2%	-0.3%	-7.3%	-4.7%	0.8%	-4.6%	0.5%
Cc1cccc(NS(=O)(=O)c2ccc(C(C)(C)C)cc2)n1	4.0%	-7.1%	8.8%	4.4%	·	-8.0%	7.0%	6.0%	0.1%
COc1ccc(N2CCN(C(=O)CSc3ncn[nH]3)CC2)cc1	2.1%	·	·	·	·	1.5%	23.1%	16.9%	·
NC(=O)C1CCN(C(=O)c2cc3ccccc3cc2O)CC1	0.3%	·	·	·	·	5.1%	25.9%	8.9%	·
CCOC(=O)/C(=C\Nc1ccccc1C(F)(F)F)Sc1ncc(C(F)(F)F)cc1Cl	10.5%	2.0%	1.9%	-0.9%	-13.0%	-4.1%	5.5%	-2.1%	-0.2%
CCOC(=O)c1c(S(=O)(=O)NCC(=O)NCc2ccc(C)cc2)c(C)n(C)c1C	1.8%	-0.9%	25.6%	7.7%	·	-3.6%	9.8%	10.1%	-0.6%
COc1ccc(S(=O)(=O)N2CCCCCC2)cc1C(=O)OCC(=O)NC(C)(C)C	-1.3%	-4.0%	-3.8%	-1.4%	-6.2%	5.7%	26.5%	1.4%	-0.9%
CCC(SC1=NCCS1)C(=O)Nc1ccc(S(N)(=O)=O)cc1 (stereo not drawn)	1.7%	2.6%	1.8%	1.7%	-3.3%	2.6%	17.8%	10.1%	-0.5%
Cc1c(NC(=O)C(C)OC(=O)c2ccc(Cl)nc2)c(=O)n(-c2ccccc2)n1C (stereo not drawn)	0.2%	-3.0%	-2.7%	24.4%	1.6%	-5.2%	3.2%	6.1%	-1.8%
COc1ccc(-c2cc(=O)[nH]c(NCc3ccccc3)n2)cc1	0.1%	4.6%	-8.1%	-0.2%	-0.3%	-8.0%	11.9%	7.0%	1.2%
CSc1ccc(/C=N\NC(=O)CC(=O)NC(C)C)cc1	3.0%	-0.6%	8.9%	-4.6%	-3.2%	-1.6%	-0.9%	9.1%	-0.4%
COC(=O)C1=C(C)Nc2c(c(=O)n(C)c(=O)n2C)C1c1cccnc1 (stereo not drawn)	3.7%	-3.2%	8.1%	-1.9%	-7.3%	-2.8%	10.3%	1.3%	-1.5%
Cc1ccccc1C(=O)Nc1ccc2c(c1)C(=O)NC2=O	2.8%	-10.1%	31.2%	-1.8%	·	-0.7%	·	17.1%	0.5%
O=C(O)CC/C(=N/NC(=O)c1cn(-c2ccccc2)nc1-c1ccccc1)C(=O)O	0.8%	-3.5%	3.4%	0.6%	-9.8%	-2.7%	13.0%	-25.8%	17.0%
C=CCn1c(CNC(=O)c2ccco2)nnc1SCC(=O)Nc1cccc(Br)c1	0.2%	-10.2%	16.9%	-0.3%	-3.1%	0.0%	5.3%	11.2%	-2.2%
O=P(CCN1CCCCC1)(c1ccccc1)c1ccccc1	6.4%	-5.2%	0.6%	1.3%	-8.2%	-3.2%	5.7%	-2.9%	1.1%
CCC1SC2=NC(C)=C(C(=O)OCC(C)C)C(/C=C/c3ccccc3OC)N2C1=O (stereo not drawn)	8.6%	-4.0%	3.3%	-0.4%	-0.9%	-11.6%	-1.1%	1.2%	-0.6%
COc1ccc(C(=O)Nc2cc(C)c(NC(=O)c3ccccn3)cn2)cc1	0.7%	-8.5%	-10.0%	-0.3%	·	-4.0%	0.6%	-2.8%	0.7%
Cn1c(=O)c2c(nc(NCCc3ccccc3)n2Cc2ccccc2)n(C)c1=O	0.8%	-5.0%	-4.8%	2.5%	0.0%	3.5%	5.3%	18.0%	-3.8%
Cc1cccc(-c2nn(-c3ccccc3)cc2C(=O)NCC(c2cccs2)N2CCOCC2)c1 (stereo not drawn)	12.5%	·	·	·	·	-2.2%	17.9%	7.8%	·
CC(C)COc1ccc(C(=O)Nc2ccc(NC(=O)c3ccco3)cc2)cc1	0.4%	-2.6%	16.1%	1.5%	·	-4.2%	6.0%	4.5%	1.5%
COC(=O)[C@@]1(Cc2ccc(F)cc2)[C@H]2c3cc(C(=O)N(C)C)n(Cc4ccccn4)c3C[C@H]2CN1C(=O)c1ccccc1	3.8%	1.6%	-6.9%	1.5%	-17.1%	·	4.1%	·	12.4%
COc1cccc(NC(=S)NCCC(c2ccccc2)c2ccccc2)c1	21.2%	0.5%	-1.2%	-3.3%	-2.2%	-6.9%	-1.0%	3.0%	-0.4%

Next section
SMILES	RSV CPE inhibition	LYP phosphatase	AID2073	SIAH1 antagonists	XIAP antagonists	NS5 inhibitors	Large T inhibition	MgcRacGAP inhibition	HIV peptide binding	others
O=C(NCc1ccco1)c1ccccc1NS(=O)(=O)c1cccs1	-0.7%	0.4%	8.7%	5.6%	-1.2%	-4.9%	3.5%	8.0%	3.7%
Cc1cc(Cl)ccc1OC(C)C(=O)NN1C(=O)c2ccccc2C1=O (stereo not drawn)	1.6%	-1.9%	2.8%	-4.1%	·	-4.0%	3.9%	2.9%	-0.5%
Brc1ccc(OCc2nc(-c3ccccn3)n[nH]2)cc1	5.4%	-3.6%	10.8%	-7.3%	-6.3%	0.0%	5.7%	11.1%	4.1%
O=C(CSc1nc2ccccc2[nH]1)c1cccs1	0.1%	-4.3%	-17.7%	1.1%	-0.3%	-8.8%	13.7%	8.4%	-0.4%
CN1CC(=O)N(CC(=O)Nc2ccc(SC(F)F)cc2)C1=O	1.3%	-10.5%	-7.1%	5.7%	-9.2%	-3.0%	6.5%	5.0%	-0.3%
CC12CCC(C(=O)N(CSC(=S)N/N=C\c3ccccc3O)C1=O)C2(C)C (stereo not drawn)	1.0%	0.0%	12.1%	-14.6%	-2.5%	-8.1%	37.9%	5.7%	6.8%
CC(Oc1ccccc1F)C(=O)Nc1ccc2ccccc2c1 (stereo not drawn)	61.9%	-6.2%	19.8%	-5.6%	0.8%	-2.4%	-0.3%	7.6%	-2.6%
O=C(c1ccc(OC(F)(F)F)cc1)c1ncc[nH]1	0.2%	4.6%	13.1%	0.2%	·	-7.5%	-0.1%	4.0%	0.0%
CC(=O)c1cc(C#N)c(SCC(=O)O)nc1C	-0.2%	0.5%	12.2%	-0.3%	-10.1%	-4.8%	4.2%	-1.3%	-2.6%
Cc1ccc(S(=O)(=O)N(C)c2ccc(OCC(=O)Nc3nc4ccccc4s3)cc2)cc1	3.4%	10.1%	13.4%	-3.7%	-0.4%	-6.7%	17.4%	4.4%	-0.5%
O=C(CCl)N1c2ccccc2CCc2ccccc21	3.0%	-6.7%	-4.8%	6.4%	·	2.3%	8.1%	13.4%	-0.1%
O=C(Cc1ccc(-c2ccccc2)cc1)NC(c1ccccc1)c1ccccc1	1.4%	-12.6%	23.7%	0.7%	-7.1%	-7.3%	0.6%	2.3%	2.3%
COc1ccccc1CNC(=O)[C@@H](NC(=O)C1CCN(C(=O)[C@@H]2CCCN2)CC1)C(C)C	0.1%	-19.1%	8.5%	-1.0%	·	-4.2%	8.8%	4.0%	-0.3%
Cc1cc(C)cc(OCC(=O)Nc2ccc(S(=O)(=O)Nc3ccccn3)cc2)c1	3.6%	-4.5%	21.7%	7.6%	-3.7%	-1.5%	13.7%	4.0%	-0.5%
O=C(Nc1c2c(nn1-c1ccccc1)CS(=O)(=O)C2)c1ccc2c(c1)OCO2	0.4%	-10.9%	-2.6%	8.0%	·	1.6%	26.9%	7.7%	3.2%
CC(=O)Nc1ccc(NC(C)=O)c(NC2OCC(O)C(O)C2O)c1 (stereo not drawn)	2.3%	-5.1%	10.6%	17.6%	·	0.0%	9.2%	-2.1%	-1.0%
COc1ccc(S(=O)(=O)N(CC(=O)N/N=C/c2ccccc2C(=O)O)c2ccccc2OC)cc1	0.4%	-5.2%	3.5%	11.7%	·	0.0%	9.0%	10.1%	-0.4%
Cc1cc(CNC(=O)COc2ccc(F)cc2F)c2ccccc2n1	2.7%	-9.7%	-0.5%	-2.9%	-1.8%	-8.9%	15.4%	0.1%	0.6%
CCn1c(C)nc2cc(C(=O)NNC(=S)NC(=O)c3ccc(OC)cc3)ccc21	-0.4%	-4.6%	-14.8%	-7.1%	-3.1%	-7.0%	7.0%	4.7%	0.7%
COc1ccc(NC(=O)CSc2ncnc3c2cnn3CCc2ccccc2)cc1	0.5%	-6.5%	15.2%	2.5%	-2.4%	2.2%	9.1%	9.8%	1.3%
O=C(COC(=O)CCCN1C(=O)c2ccccc2C1=O)Nc1cc(Cl)cc(Cl)c1	1.2%	-2.2%	0.4%	14.3%	-6.4%	-9.9%	3.3%	6.3%	4.5%
O=C(NC1CCCCC1)c1ccc(S(=O)(=O)NCc2ccco2)cc1	0.1%	-8.7%	?	0.0%	-4.6%	5.5%	-2.2%	4.9%	0.8%	NS5 inhibitors pilot replicate=-2.7
O=C(O)CC(C(=O)O)c1ccc(OCCCCOc2ccc(C(CC(=O)O)C(=O)O)cc2)cc1 (stereo not drawn)	1.0%	-6.5%	7.3%	17.2%	·	4.2%	31.2%	11.2%	24.6%
O=C(NCc1ccccc1Cl)C1CCN(S(=O)(=O)N2CCOCC2)CC1	0.2%	-3.7%	9.5%	5.6%	-6.0%	-3.9%	27.9%	0.8%	-1.7%
C=C(C)COc1ccc(-c2n[nH]c(C)c2-c2ccc(OC)cc2)c(O)c1	-5.4%	7.0%	1.9%	2.3%	0.4%	1.6%	-5.1%	6.8%	1.5%
COCCNc1nnc(Cc2ccccc2)c(=O)[nH]1	0.3%	-3.8%	3.9%	0.4%	·	2.6%	8.4%	11.2%	-2.2%
CCOC(=O)c1ccc(NC(=O)CSC(=S)N2CCOCC2)cc1	8.7%	-2.8%	-6.2%	-3.4%	-15.2%	-3.6%	23.9%	10.1%	0.2%

Some of these compounds in order of SMILES length, descending.
SMILES	RSV CPE inhibition	LYP phosphatase	AID2073	SIAH1 antagonists	XIAP antagonists	NS5 inhibitors	Large T inhibition	MgcRacGAP inhibition	HIV peptide binding	others
Cc1cc(Cl)ccc1OC(C)C(=O)NN1C(=O)c2ccccc2C1=O (stereo not drawn)	1.6%	-1.9%	2.8%	-4.1%	·	-4.0%	3.9%	2.9%	-0.5%
CN1CC(=O)N(CC(=O)Nc2ccc(SC(F)F)cc2)C1=O	1.3%	-10.5%	-7.1%	5.7%	-9.2%	-3.0%	6.5%	5.0%	-0.3%
O=C(CSc1nc2ccccc2[nH]1)c1cccs1	0.1%	-4.3%	-17.7%	1.1%	-0.3%	-8.8%	13.7%	8.4%	-0.4%

From PubChem BioAssay
